AddAB inh: growth inhibition of E. coli expressing H. pylori AddAB, primary screen, AddAB inhibitor project, absorbance. inhibition, % at 11.9 µM. 0.29% of 330,000 active; in the data active = inhibition above about 12%;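 note: 0% = vehicle wells of infected cells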
PfHsp90 yeast 2: growth inhibition of PfHsp90-expressing yeast, primary screen, antimalarial PfHsp90 inhibitor project, S. cerevisiae, BacTiter-Glo luminescence, single point, set 2; BacTiter-Glo ATP, 48 h; yeast lacking PDR1 and PDR3 efflux regulators; inhibition, % at 9.4 µM; 0.32% of 310,000 active;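 active = every replicate shows inhibition above about 80%, whatever the replicate mean, limit read from the data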;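 note: 0% = DMSO neutral controls and 100% = 20 µM radicicol positive controls; yeast relying on Plasmodium falciparum Hsp90 in place of its own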
PvdQ inh: P. aeruginosa PvdQ acylase inhibitors, primary screen, biochemical, fluorescence, plate reader and imaging, single point; PvdQ acylase [Pseudomonas aeruginosa LESB58]; purified PvdQ acylase; inhibition, % at 10 µM; 0.063% of 340,000 active; AID 488965, 2010; in the data active = inhibition above about 30%, passing the limit was not always enough;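 note: 0% = vehicle neutral wells and 100% = reference inhibitor wells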
phage Ecoli inh: growth loss of phage-infected E. coli, primary screen, RecBCD inhibitor project, absorbance, with phage, HTS; inhibition, % at 11.9 µM; 0.26% of 360,000 active; AID 651602, 2012; in the data active = inhibition above about 11%
DAGLB inh: DAGLB lipase inhibitors, primary screen, biochemical, fluorescence, HTS; HEK293T DAGLB membrane lysate, EnzChek fluorogenic substrate; inhibition, % at 5.17 µM; AID 504411, 2011; 0.059% of 340,000 active; in the data active = inhibition above about 34%;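 note: 0% = enzyme with vehicle and 100% = wells lacking enzyme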
Target sequence (Q8NCG7 whole entry, looked up): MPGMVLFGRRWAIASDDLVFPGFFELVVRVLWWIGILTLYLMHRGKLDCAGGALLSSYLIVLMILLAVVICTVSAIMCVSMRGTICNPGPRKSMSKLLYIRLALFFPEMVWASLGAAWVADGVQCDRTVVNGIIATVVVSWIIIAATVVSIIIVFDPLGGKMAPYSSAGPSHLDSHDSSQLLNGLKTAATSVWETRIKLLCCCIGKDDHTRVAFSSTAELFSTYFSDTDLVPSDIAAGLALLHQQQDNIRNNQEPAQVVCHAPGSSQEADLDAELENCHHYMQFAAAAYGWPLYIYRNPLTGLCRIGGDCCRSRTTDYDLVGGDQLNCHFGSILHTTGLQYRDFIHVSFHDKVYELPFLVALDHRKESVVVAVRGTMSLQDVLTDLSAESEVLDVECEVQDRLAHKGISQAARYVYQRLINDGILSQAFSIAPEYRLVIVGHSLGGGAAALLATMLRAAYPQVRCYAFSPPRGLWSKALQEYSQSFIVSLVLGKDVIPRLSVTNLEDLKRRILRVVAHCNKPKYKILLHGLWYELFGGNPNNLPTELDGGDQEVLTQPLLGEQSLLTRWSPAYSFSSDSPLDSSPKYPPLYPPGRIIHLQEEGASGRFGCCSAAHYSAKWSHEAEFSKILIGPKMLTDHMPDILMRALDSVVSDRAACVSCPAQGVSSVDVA
E coli growth: E. coli V3065 growth inhibition, primary screen, counter-screen for AddAB inhibitor project, absorbance, OD600 | 18 h | inhibition, % at 11.9 µM | 0.27% of 330,000 active | AID 449728, 2010;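 active = inhibition above the campaign's mean inhibition across all tested compounds plus 3 SD, cut at about 9.9% in these data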;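 note: uninfected addAB+ strain grown without phage in ampicillin broth; 0% = DMSO wells and 100% = ciprofloxacin 0.95 µg/ml wells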
CAL PDZ inh: CAL PDZ peptide-binding inhibitors, primary screen, biochemical, fluorescence polarization, Cer-tagged CAL PDZ, HTS; Golgi-associated PDZ and coiled-coil motif-containing protein (Homo sapiens), Q9HD26; purified CAL PDZ, TMR-peptide fluorescence polarization, 1 h; inhibition, % at 20 µM; 0.02% of 330,000 active; AID 504414, 2011;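 active = highest replicate inhibition of at least 40%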;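 note: plate controls were DMSO neutral control wells for no effect and unlabeled competitor peptide control wells for full effect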
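material = purified tagged CAL PDZ domain construct (CerCALP) | compound dosing = 20 µM, one dose | times = 1 h at RT | measured by = fluorescence polarization from S- and P-plane intensities, G-factor corrected | read-out = inhibition from polarization loss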
Rtt109 Vps75: inhibitors of C. albicans Rtt109/Vps75 HAT, primary screen, biochemical, ThioGlo CoA-SH fluorescence, plate reader. Histone acetyltransferase RTT109 (Candida albicans (strain SC5314 / ATCC MYA-2876)), …. purified Rtt109/Vps75, 4 h. inhibition, % at 34.9 µM. 0.16% of 330,000 active. AID 540336, 2011;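 active = inhibition of at least 50% in every replicate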
Target sequence (Q5AAJ8 whole entry, looked up): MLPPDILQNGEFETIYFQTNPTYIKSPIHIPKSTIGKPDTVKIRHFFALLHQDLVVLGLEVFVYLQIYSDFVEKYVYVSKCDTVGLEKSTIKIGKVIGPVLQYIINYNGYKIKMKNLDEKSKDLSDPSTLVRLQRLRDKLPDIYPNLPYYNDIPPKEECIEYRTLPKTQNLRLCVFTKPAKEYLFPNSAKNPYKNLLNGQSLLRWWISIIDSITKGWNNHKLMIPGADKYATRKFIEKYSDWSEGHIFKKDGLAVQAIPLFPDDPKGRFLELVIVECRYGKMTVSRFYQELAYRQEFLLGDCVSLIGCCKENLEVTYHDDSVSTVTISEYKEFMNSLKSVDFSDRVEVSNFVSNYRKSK
Tat transport: E. coli Tat export inhibitors, primary screen, MC4100, TorA-mCherry reporter, fluorescence, single point | inhibition, % at 10 µM | 0.036% of 340,000 active | AID 488895, 2010;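 active = mean replicate inhibition at least 50% and at least half of replicates individually reaching 50%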;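 note: exported cargo escapes ClpAP degradation while cytoplasmic cargo is degraded and loses fluorescence; 0% = median of neutral control wells and 100% = median of NaSCN control wells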
Wnt bcat act: Wnt/beta-catenin pathway activators, primary screen, cell-based, plate reader, single point | Wnt/beta-catenin reporter cell assay, activator | activation, % at 9.35 µM | 1.2% of 300,000 active; in the data active = activation above about 30%, passing the limit was not always enough;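 note: 0% = neutral control wells and 100% = positive control wells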
* = called active by the depositor; . = not tested or not shown.

SMILES	AddAB inh	PfHsp90 yeast 2	PvdQ inh	phage Ecoli inh	DAGLB inh	E coli growth	CAL PDZ inh	Rtt109 Vps75	Tat transport	Wnt bcat act
COc1ccccc1-c1cccc([C@@H]2C[C@H]3[C@H](CON3C)CN2Cc2ccccc2)c1	.	7	-20	3.2	-7	.	0.3	5	17	-1
COc1ccccc1CNc1ccc(CNc2ncn[nH]2)cc1	-0.9	-4	2	2.1	0	0.9	-0.9	4	11	-1
O=C(O)c1ccc(Nc2nc(-c3ccccc3)cs2)cc1	0.3	-33	-14	3.5	4	0.1	-2.0	-20	-6	.
Cc1cccc(N(C(=O)c2csnn2)C(C(=O)NCc2ccccc2)c2ccncc2)c1 (stereo not drawn)	-0.4	-13	9	0.6	0	-0.9	-2.5	4	1	-2
O=C(c1cccs1)N1CCC(c2ccccc2)C1 (stereo not drawn)	0.1	10	9	1.6	-6	-0.3	-0.4	-10	0	51*
COc1ccc(C(=O)N2CCOC2CNC(=O)C(=O)NCc2ccc3c(c2)OCO3)cc1 (stereo not drawn)	-0.2	-1	-13	0.5	0	-0.2	-0.2	-5	4	-1
O=C(Nc1cccc([N+](=O)[O-])c1)Nc1cccs1	-1.0	-3	-2	3.0	3	1.5	0.1	-7	5	6
O=C(NC(=S)Nn1cnnc1)c1ccc(F)cc1Cl	1.9	-18	-10	0.5	1	-0.9	-1.6	-1	-2	-2
COc1ccc(-c2nnn(CC(=O)N(CC3CCCO3)C(C(=O)NC(C)(C)C)c3ccco3)n2)cc1OC (stereo not drawn)	0.0	8	-9	3.8	-1	0.4	-1.8	19	-4	-2
O=C(Nc1ccc2[nH]c(=O)[nH]c2c1)c1ccc([N+](=O)[O-])o1	18*	-3	-16	7.3	1	19*	-1.1	-6	-10	9
CC1(C)Cc2c(sc(NC(=O)COc3cccc4ccccc34)c2C#N)C(C)(C)N1	1.1	5	-18	-0.5	-2	-0.5	-0.7	-4	0	8
CC(=O)c1ccc(OC(=O)CN2C(=O)c3ccccc3C2=O)cc1	1.3	9	-16	2.4	3	-1.2	-0.1	-10	-3	-1
Cc1cccnc1NC(=O)CSc1nnc(Cc2ccccc2)o1	2.4	.	-5	0.7	0	-2.3	0.0	4	-6	.
COc1cc(COc2ccc3c(C)c(Cc4ccccc4)c(=O)oc3c2)cc(OC)c1OC	0.4	-17	-13	-1.4	0	-0.5	-1.6	-2	2	-4
CC1CCN(C(=O)CSc2nc(=O)n3ccccc3n2)CC1	0.1	24	-5	2.7	1	-1.5	-0.9	-6	1	0

Brought forward from above: 4 compounds, then new ones.
SMILES	AddAB inh	PfHsp90 yeast 2	PvdQ inh	phage Ecoli inh	DAGLB inh	E coli growth	CAL PDZ inh	Rtt109 Vps75	Tat transport	Wnt bcat act
CC(=O)c1ccc(OC(=O)CN2C(=O)c3ccccc3C2=O)cc1	1.3	9	-16	2.4	3	-1.2	-0.1	-10	-3	-1
Cc1cccnc1NC(=O)CSc1nnc(Cc2ccccc2)o1	2.4	.	-5	0.7	0	-2.3	0.0	4	-6	.
COc1cc(COc2ccc3c(C)c(Cc4ccccc4)c(=O)oc3c2)cc(OC)c1OC	0.4	-17	-13	-1.4	0	-0.5	-1.6	-2	2	-4
CC1CCN(C(=O)CSc2nc(=O)n3ccccc3n2)CC1	0.1	24	-5	2.7	1	-1.5	-0.9	-6	1	0
CCc1ccc(-c2cc(C)no2)cc1S(=O)(=O)Nc1ccc(Cl)cn1	3.9	17	2	0.0	9	0.6	-0.7	7	6	0
CCCCN(C)C(=O)c1nc2ccccn2c1CN1CCN(c2ncccn2)CC1	1.1	6	12	3.7	1	3.0	-1.8	13	-9	.
O=C(NCC(O)c1ccc([N+](=O)[O-])cc1)Nc1ccccc1 (stereo not drawn)	1.2	-3	-7	2.9	0	1.4	.	-2	7	-2
CC(C)OC(=O)c1cccnc1SCC(=O)N(C)c1ccccc1	-0.5	.	7	2.8	0	-0.1	-2.1	7	4	.
CCOC(=O)C1/C(=N\O)CC(C)(O)C(C(=O)OCC)C1c1ccc(OC)c(OC)c1 (stereo not drawn)	1.5	4	-16	2.3	-1	3.4	-1.2	-4	0	.
COc1ccc(OC(C)c2ccc(C#N)c(=O)[nH]2)cc1 (stereo not drawn)	0.8	-21	-5	-0.6	2	2.3	-2.3	4	5	2
Cc1ccc2c(c1)N(C)/C(=C/c1cccc[n+]1CCO)S2	0.0	-4	5	2.9	-2	-0.7	.	9	-7	1
O=c1c(=Nc2ccccc2O)c(=O)c2ccccc12	-1.0	1	-6	-0.1	0	-0.7	0.4	6	-2	6
Cc1cc(-c2ccccc2)[nH]c(=O)c1S(=O)(=O)c1ccccc1	-0.1	-9	8	1.9	-1	-2.3	-1.1	7	-4	3
O=C(NCC(c1ccco1)N1CCCCC1)c1cccnc1 (stereo not drawn)	2.5	17	-9	-0.1	1	1.4	-0.7	-2	10	2
CC(=O)N1CCN(S(=O)(=O)c2cccc(C(=O)Nc3ccccc3N3CCOCC3)c2)CC1	2.9	12	0	3.4	1	0.8	-2.5	0	5	0
Cc1cc(Cl)c(S(=O)(=O)N2CCSCC2)cc1OCC(=O)NC1CCCCC1	1.5	5	-19	2.0	-1	0.5	-1.5	5	1	.
O=C(Nc1ccc(Cl)cn1)c1ccc2ccccc2n1	2.0	-4	2	3.8	-4	-2.0	0.0	-5	-3	.
CC(=O)Nc1ccc(NC(=O)C(C)OC(=O)c2cc(S(=O)(=O)N(C)C)ccc2N2CCCC2)cc1 (stereo not drawn)	1.2	0	8	4.9	0	0.6	0.5	3	-7	-2
CC(=O)NCCc1nc2ccccc2n1CCCCOc1ccccc1	.	0	1	0.6	-2	.	-1.0	1	-1	3
Cc1ccc(-n2ccn(CC(=O)NCCc3ccccc3)c(=O)c2=O)cc1C	3.0	-21	-13	2.7	-5	-3.2	-2.5	-1	-4	1
O=S(=O)(c1ccc(Cl)cc1)n1ccc2cccnc21	3.6	.	-9	0.8	-2	3.0	-2.9	1	-2	2
CCOc1c2ccoc2nc2c(OC)c(OC)ccc12	3.4	31	-17	1.7	-3	1.5	-0.2	8	3	0
CCOc1ccc(NC(=O)COC(=O)c2ccc3c(c2)C(=O)N(CCc2ccccc2)C3=O)cc1	0.9	-7	-11	1.8	-8	-0.1	-0.9	-2	-9	1
C[C@H](CO)N1C[C@H](C)[C@@H](CN(C)S(=O)(=O)c2cccs2)Oc2c(NC(=O)C3CC3)cccc2C1=O	5.1	17	-2	4.3	1	2.5	-1.0	-2	-39	4
O=c1[nH]c(=S)[nH]c2scc(-c3ccc(Br)cc3)c12	5.2	-15	-11	2.5	4	-0.5	-0.2	-3	-6	2
O=C(NCCCn1ccnc1)/C(=C\c1ccccc1Cl)NC(=O)c1ccccc1	-0.7	6	6	3.0	-1	-0.2	-2.2	29	-9	-1
CCn1c(=S)sc2nc(C)sc21	-1.1	6	-10	-0.2	-2	-0.1	-0.2	-2	0	0
OC(COCc1cccs1)CN1CCN(c2ccccc2Cl)CC1 (stereo not drawn)	4.6	-8	-5	4.6	-5	0.5	-1.8	6	3	.
O=C(Nc1ccccc1)/C(=C1\CCCN1)[N+](=O)[O-]	-1.9	-6	-15	1.1	-1	-1.6	-0.4	-8	-1	1
Cc1nnc(NC(=O)c2cccc(F)c2)s1	-2.9	8	-8	-2.0	2	-0.7	-0.2	8	-2	.
Cc1ccc(C(=O)O)c(C(=O)Nc2nc(C)cs2)c1	0.2	28	-2	2.4	1	0.1	-0.3	5	-11	.
O=C1CC(c2ccc(Cl)cc2)SC(N(c2ccccc2)c2ccccc2)=N1 (stereo not drawn)	3.4	-3	-15	2.5	2	0.3	-3.8	-5	-8	-1
CC(C)(C)/C(O)=C(/C#N)c1nc2ccccc2[nH]1	-2.0	.	-8	-3.3	1	0.0	-0.5	5	7	.
O=C(O)C(c1ccccc1)C(O)C1CC=CCC1 (stereo not drawn)	.	.	-1	2.0	1	.	0.1	-4	-1	-2
Cc1ccc(C)c(NC(=S)N(Cc2cccc(Br)c2)CC2CCC(C(=O)O)CC2)c1 (stereo not drawn)	0.3	-2	-3	1.2	3	2.5	-0.1	.	1	3
COc1ccc(OC)c(/C=C/C(=O)N2C(=O)c3cccc(N)c3C2=O)c1	1.2	11	-5	2.9	-1	1.6	-1.3	-100	-3	0
CC(C)NC(=O)[C@H]1N2C(=O)c3ccccc3C2SC1(C)C (stereo partly drawn)	-0.9	4	-10	0.7	-1	-0.8	-1.5	6	4	2
COc1ccc(N2C(=O)c3ccccc3NC2c2ccc(OC)c(CN3CCOCC3)c2)cc1 (stereo not drawn)	2.3	-21	1	0.8	-4	-2.3	-0.6	2	3	7
O=C(Nc1cccc(S(=O)(=O)N2CCOCC2)c1)c1cn(-c2ccccc2)nc1-c1ccccc1	3.3	6	-10	2.3	1	-1.6	-4.6	.	-6	-5
Cc1onc(-c2c(Cl)cccc2Cl)c1NC(=O)NNc1c(Cl)cncc1Cl	0.4	1	-1	2.8	-2	2.1	-0.6	-2	1	-1
CCCN1Cc2cccc(C(=O)NCCCOC(C)C)c2C1=O	0.2	7	4	2.3	0	-0.2	-2.1	-1	1	.
CC1(C)C(=O)Nc2ccccc2N1C(=O)CN1C(=O)c2ccccc2C1=O	-0.9	-24	-11	1.5	2	-2.2	-1.7	1	-1	.
Cc1ccccc1Nc1c(N)c(=O)oc2ccccc12	3.6	-2	-5	2.9	-1	-1.6	-1.3	-5	-5	0
Cc1c(C(=O)NC(C)c2ccncc2)oc2ccccc12 (stereo not drawn)	2.7	2	-18	2.4	-3	1.3	-1.6	-1	6	-2
Cc1c(C)n(CCC(=O)O)c2ccccc12	0.5	0	-14	3.4	2	-0.9	0.9	1	4	0
OCCC1CN(Cc2ccccc2OC2CCCC2)CCN1Cc1ccsc1 (stereo not drawn)	-1.1	-25	9	4.7	-2	-3.0	-1.5	6	0	1
COC(=O)COc1ccc(Cl)cc1C1Nc2ccccc2C(=O)N1c1ccc(OC)cc1 (stereo not drawn)	0.4	20	10	1.5	-4	-1.6	-1.1	-3	0	0
CCc1nc2ccccc2c(C(=O)OCC(=O)NC2CCCC2)c1C	0.2	.	-13	1.9	-3	-1.2	-0.2	-2	0	1
COCCN1C(=O)C(=O)/C(=C(/O)c2ccc(S(=O)(=O)N3CCCCC3)cc2)C1c1ccc(OC)cc1 (stereo not drawn)	0.1	-5	9	2.7	3	1.4	-1.1	8	-1	-2
CC1SC(c2ccc(F)cc2)N(CCc2ccccc2)C1=O (stereo not drawn)	1.5	8	-2	0.6	-4	-0.9	-2.3	11	3	4
CC(C)Cc1nc(N2CCN(C(=O)c3ccccc3)CC2)c(C#N)c2c1CCC2	1.5	21	-8	3.1	-10	0.3	-2.5	9	19	.

Outcome played no part in choosing rows, and some 1.9% of all compounds hit somewhere here.
